NTR1 ag – agonists of NTR1, primary screen, imaging, U2OS cells, beta-arrestin-GFP, high content (AID 493036); NTR1-U2OS beta-arrestin-GFP spot imaging, agonist mode; Neurotensin receptor type 1 (Homo sapiens), P30989; activation, % at 20 µM; 330,000 compounds, 0.17% hits;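 active = activation at or above 40% of the spot to cytoplasm intensity ratio, with at least 20 cells analyzed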;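 note: 0% = DMSO without peptide and 100% = 100 nM NTR1 peptide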
Target sequence (P30989 whole entry, looked up): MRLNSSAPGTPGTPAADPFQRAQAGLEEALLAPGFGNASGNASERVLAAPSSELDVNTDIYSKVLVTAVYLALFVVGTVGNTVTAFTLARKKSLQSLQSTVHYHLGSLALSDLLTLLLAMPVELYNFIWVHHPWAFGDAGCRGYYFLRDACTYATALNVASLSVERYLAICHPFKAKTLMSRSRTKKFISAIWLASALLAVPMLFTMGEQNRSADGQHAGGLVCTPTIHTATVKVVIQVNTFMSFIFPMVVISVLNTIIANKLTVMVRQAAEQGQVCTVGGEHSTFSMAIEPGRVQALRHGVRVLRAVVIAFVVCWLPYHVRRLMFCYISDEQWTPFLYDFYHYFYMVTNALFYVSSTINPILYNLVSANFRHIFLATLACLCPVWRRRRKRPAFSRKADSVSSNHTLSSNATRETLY
GPR55 antagonists – GPR55 antagonists blocking LPI-driven arrestin recruitment, primary screen, imaging, U2OS, beta-arrestin-GFP, LPI agonist (AID 2013) | G-protein coupled receptor 55 (Homo sapiens) | U2OS GPR55 beta-arrestin-GFP translocation imaging, LPI antagonism; higher % means a stronger effect | one-dose inhibition, % at 10 µM; IC50 in µM for titrated hits | 290,000 compounds, 0.13% hits;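 active = spots per cell inhibited over 60%, with over 100 cells counted and total cytoplasm intensity under 500,000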;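 note: U2OS cells stably carrying GPR55 and arrestin-GFP stimulated by 5 µM LPI near EC80; imaged beta-arrestin-GFP aggregate spots per cell after agonist stimulation; plate controls were LPI-stimulated DMSO wells for no effect and DMSO wells without LPI for full effect; some results filed as inactive read as strong as hits; confirmed hits need IC50 under 10 µM and bright autofluorescent wells are also inconclusive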
LYP phosphatase – inhibitors of LYP phosphatase, biochemical, fluorescence intensity, uHTS (AID 1779); inhibition, % at 11.5 µM; hits with a dose series show IC50 in µM; recombinant LYP phosphatase, fluorescence intensity; higher % means a stronger effect; 290,000 compounds, 0.054% hits; Tyrosine-protein phosphatase non-receptor type 22 (Homo sapiens); in the data active = inhibition above about 50%;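 note: plate controls were vehicle with enzyme for no effect and no enzyme for full effect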
GPR35 antagonists – GPR35 antagonists blocking zaprinast-driven arrestin recruitment, primary screen, imaging, U2OS, beta-arrestin-GFP, zaprinast agonist (AID 2058). G-protein coupled receptor 35 (Homo sapiens). U2OS GPR35 beta-arrestin-GFP translocation imaging, zaprinast antagonism; higher % means a stronger effect. inhibition, % at 10 µM; hits with a dose series show IC50 in µM. 290,000 compounds, 0.052% hits;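 active = inhibition of at least 50% with at least 30 cells and total cytoplasm GFP at most 10,000,000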
Large T inhibition – SV40 large T antigen inhibitors, biochemical (AID 1903); SV40 large T antigen ATPase/helicase inhibition assay; higher % means a stronger effect; inhibition, % at 20 µM, or IC50 in µM where a hit was titrated; 310,000 compounds, 0.39% hits; in the data active = a potency from the dose series; note: strong numbers were not always called active
GPR55 activation – GPR55 agonists via beta-arrestin recruitment, primary screen, imaging, U2OS cells, beta-arrestin-GFP redistribution (AID 1961). activation, % at 10 µM; hits with a dose series show EC50 in µM. 290,000 compounds, 0.048% hits. U2OS GPR55 beta-arrestin-GFP redistribution imaging; higher % means a stronger effect;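 active = activation above 40% with more than 50 cells counted in the well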;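 note: U2OS osteosarcoma cells stably expressing GPR55 and beta-arrestin-GFP; plate controls were DMSO negative control for no effect and LPI positive control for full effect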
T cell modulator – modulators of CD8 T cell-vesicle binding, primary screen, mouse 2C CD8+ T cells, flow cytometry; 2C CD8+ T cell-vesicle binding; stronger effect = lower value; calls only at 7 µM; 330,000 compounds, 0.068% hits;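 active = response, share of CD8 T cells binding vesicles, and their 90th percentile fluorescence all below set limits, cut at about 80% in these data, passing the limit was not always enough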
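Read-out – percent CD8+ FL2 mean versus row control · System – murine 2C transgenic CD8+ T lymphocytes · Times – 1.5 h cell–vesicle binding at 37 °C, then 20 min icy labelling · Control set – naked vesicles low, QL9 vesicles with vehicle high · Detection – cytometric PE anti-B7-1 and Alexa647 anti-CD8 signals after 1% paraformaldehyde fixation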
Lipid droplet – inhibitors of hepatocyte lipid droplet formation, primary screen, imaging, high-throughput imaging, BODIPY stain; inhibition, % at 6.5 µM; AML12 mouse hepatocytes, oleate lipid droplets; 240,000 compounds, 0.4% hits; AID 1656, 2009;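 active = lipid droplet intensity inhibited by at least 50%, with more than 500 cells counted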
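Test system: AML12 mouse liver cells; schedule: overnight exposure; technique: high-content imaging of BODIPY-stained droplets and DAPI nuclei; read-out: % inhibition of corrected integrated BODIPY droplet signal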
Rac1 GTP hydrolysis – MgcRacGAP GTPase-activating activity inhibitors, confirmation, biochemical, ADP Hunter fluorescence; AID 624330, 2012; 340,000 compounds, 0.6% hits; MgcRacGAP-stimulated Rac1 GTP hydrolysis, ADP Hunter fluorescence; higher % means a stronger effect; GST-tagged Rac1 F28L mutant substrate; one-dose inhibition, % at 30 µM; IC50 in µM for titrated hits; Rac GTPase-activating protein 1 (Homo sapiens);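 active = first-screen hits whose inhibition reached a set limit at any dose in the follow-up dose series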;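 note: fluorescence reports GDP produced by GAP-driven GTP hydrolysis; strong numbers were not always called active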
Lipid droplet cells 6.5 µM – also measured in Lipid droplet; calls as there; cell count; measured here: cell count, cytotoxicity flag;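 cells counted across two imaged fields per well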
T cell modulator vesicle-bound % – second read-out of T cell modulator, no call of its own (marks repeat the call); double positive events, %; measured here: CD8+ vesicle-bound cell fraction;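 binding gate set so that unloaded-vesicle control wells show 10% double positive cells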
NTR1 ag cell count 20 µM – also measured in NTR1 ag; calls as there; cell count; measured here: cell count, cytotoxicity flag
* hit, by the source's call; i = inactive; / = not tested or not shown. Compounds as they come, and some 1.8% of all compounds hit somewhere here.

SMILES	NTR1 ag	NTR1 ag cell count 20 µM	GPR55 antagonists	LYP phosphatase	GPR35 antagonists	Large T inhibition	GPR55 activation	T cell modulator	T cell modulator vesicle-bound %	Lipid droplet	Lipid droplet cells 6.5 µM	Rac1 GTP hydrolysis
COc1ccc(S(=O)(=O)N(Cc2cc3ccc(OC)cc3[nH]c2=O)CC2COCCO2)cc1 (stereo not given)	0.8	73	-3%	-4%	-14%	3%	0.2%	i	41	/	/	6%
COc1cccc(Nc2nc(C)cc(C)c2C#N)c1	1.2	87	14%	-2%	-4%	11%	-0.3%	i	17	-1	742	4%
Cc1nn2c(=O)cc(CSc3nc4ccccc4[nH]3)nc2s1	-1.0	88	-20%	-9%	-9%	-1%	-0.1%	i	28	/	/	6%
O=C(NNc1nc2cc3c(cc2s1)OCO3)c1ccccc1	0.9	100	10%	-4%	-8%	16%	0.2%	i	34	16	810	8%
CC(C)[C@H](NC(=O)c1ccccc1)C(=O)NCCc1ccccc1	-0.1	47	2%	-5%	3%	8%	-0.2%	i	22	-42	707	7%
COc1ccccc1N1CCN(C(=O)c2cc3c(=O)n(C)c4ccccc4c3n2C)CC1	-1.6	45	1%	-2%	-9%	8%	-0.2%	i	23	/	/	3%
CC(C)CCn1c(SCC(=O)N2CC(=O)Nc3ccccc32)nc2scc(-c3cccs3)c2c1=O	1.2	49	-2%	3%	-5%	8%	-0.2%	i	26	12	771	15%
CN(C)/C=N/c1ncnc2c1cnn2-c1ccc(C(F)(F)F)cn1	/	/	-5%	-7%	-21%	1%	0.7%	/	/	1	757	1%
Fc1ccc(OCCOCCN2CCNCC2)cc1	1.3	67	2%	-10%	0%	4%	-0.1%	i	56	-2	832	2%
COC(=O)c1ccccc1-n1c(CCC(=O)O)ccc1-c1ccc(F)cc1	4.4	81	-4%	-4%	4%	7%	0.4%	i	63	-43	794	-4%
C/C(=N\Nc1nc(N2CCOCC2)nc(N2CCOCC2)n1)c1ccc([N+](=O)[O-])cc1	-0.5	37	-3%	-5%	-3%	7%	0.0%	i	30	-2	729	-1%
COc1cc(NC(=O)CSc2nc3[nH]ncc3c(=O)n2-c2ccc(Cl)cc2)cc(OC)c1	5.9	74	11%	-6%	8%	5%	-0.3%	i	11	3	758	6%
Cc1ccc(NCc2ccccc2)cc1	1.6	75	6%	-6%	-8%	3%	0.7%	i	35	-11	725	2%
COc1cc([N+](=O)[O-])ccc1NC(=O)CCCOc1ccc(C)cc1	-0.8	56	12%	5%	13%	8%	-0.1%	i	31	/	/	5%
CCOc1ccc(C(=O)Nc2ccc3nc(N4CCN(CC)CC4)cc(C)c3c2)cc1	5.0	95	0%	-4%	-2%	3%	-0.1%	i	20	-9	819	12%
CCc1nc(NCCc2ccccn2)c2nnn(Cc3ccccc3F)c2n1	1.6	41	-14%	-6%	3%	8%	-0.2%	i	41	/	/	2%
COc1cc(CO)ccc1OCc1nnnn1-c1ccc(C)cc1	0.0	95	14%	-4%	17%	8%	0.1%	i	50	2	701	13%
COc1cc(C(=O)OCC(=O)Nc2ccc(OC(F)F)cc2)cc(OC)c1OC	-1.1	38	-14%	-10%	6%	5%	-0.1%	i	46	-54	871	7%
CCOC(=O)c1c(NC(=O)c2cccs2)sc(C)c1CC	7.1	56	5%	-6%	2%	0%	-0.6%	i	23	/	/	2%
Cc1nc2c(c(=O)n1CCC(C)C)c1nc3ccccc3nc1n2CC1CCCO1 (stereo not given)	3.5	39	-10%	-7%	4%	9%	0.8%	i	40	38	757	13%
CCOc1cc(C=O)ccc1OCCSc1ccc(C)cc1	16	57	-15%	4%	2%	2%	-0.2%	i	48	19	652	-16%
O=C(CNCC1(N2CCOCC2)CCCCC1)Nc1ccc(Cl)cc1	1.0	54	10%	-2%	-4%	9%	-0.3%	i	25	-14	680	5%
O=C(O)CC(CC(=O)O)(C(=O)O)c1ccccc1	1.9	55	8%	-4%	15%	2%	-0.1%	i	23	22	723	7%
COc1cc(NC(=O)c2cc(-c3cccs3)on2)cc(OC)c1OC	/	/	0%	-2%	4%	0%	-0.2%	i	39	/	/	2%
Cc1ccc(C2C3=C(CCCC3=O)OC3=C2C(=O)CCC3)cc1	3.3	59	8%	-5%	10%	7%	0.6%	i	47	9	667	0%
Cc1ccc(C(=O)CSc2nnc(COc3cc(C)cc(C)c3)o2)cc1	3.6	87	-9%	0%	7%	13%	-0.2%	i	23	-26	787	8%
CCN1CCN(C(=O)C2CCN(S(=O)(=O)c3cccc4cccnc34)CC2)CC1	0.8	48	-2%	-2%	13%	4%	-0.2%	i	47	/	/	3%
COc1ccc(-n2c(=O)[nH]c3cc(C(=O)NCCc4ccc(Cl)cc4)ccc3c2=O)cc1OC	0.6	56	10%	-6%	15%	7%	-0.6%	i	44	-5	709	8%
O=C(NC1CCN(Cc2ccc(Cl)c(Cl)c2)CC1)c1ccccc1	0.4	88	-4%	-6%	-8%	15%	0.0%	i	47	3	439	9%
COc1ccc(C2=NO[C@@H]3C(=O)N(c4ccc5c(c4)OCCO5)C(=O)[C@H]23)cc1OC	1.2	83	1%	-5%	-7%	4%	-0.1%	i	30	2	738	14%
CCOC(=O)c1ccc(NC(=O)c2cc(C)nn2-c2ccccc2)cc1	-0.1	66	5%	-4%	2%	22%	-0.1%	i	68	-1	411	/
O=C(COc1ncnc2ccccc12)NCCC1=CCCCC1	-0.1	55	5%	-6%	4%	3%	-0.2%	i	18	/	/	10%
Cn1c(SCCCC(=O)c2ccc(Br)cc2)nnc1-c1ccncc1	-2.2	73	-11%	-5%	0%	2%	1.0%	i	40	-1	850	4%
Cc1cccc(N2CCN(C(=O)COCc3cc(-c4ccc5c(c4)OCO5)on3)CC2)c1C	2.6	63	-2%	-8%	-7%	12%	-0.1%	i	42	-62	733	6%
Cc1ccc(NC(=O)C2CC(O)CN2C(=O)Oc2ccccc2)c(C)c1 (stereo not given)	-1.3	53	0%	-6%	2%	6%	/	i	17	/	/	5%
C=CCCC(=O)Nc1ccc(Br)cn1	-0.9	45	-11%	-5%	1%	6%	0.0%	i	40	-3	628	7%

9 of the compounds above, with two lines to a compound:
Every second line gives: NTR1 ag | NTR1 ag cell count 20 µM | GPR55 antagonists | LYP phosphatase | GPR35 antagonists | Large T inhibition | GPR55 activation | T cell modulator | T cell modulator vesicle-bound % | Lipid droplet | Lipid droplet cells 6.5 µM | Rac1 GTP hydrolysis
> COc1ccc(-n2c(=O)[nH]c3cc(C(=O)NCCc4ccc(Cl)cc4)ccc3c2=O)cc1OC
    0.6 | 56 | 10% | -6% | 15% | 7% | -0.6% | i | 44 | -5 | 709 | 8%
> O=C(NC1CCN(Cc2ccc(Cl)c(Cl)c2)CC1)c1ccccc1
    0.4 | 88 | -4% | -6% | -8% | 15% | 0.0% | i | 47 | 3 | 439 | 9%
> COc1ccc(C2=NO[C@@H]3C(=O)N(c4ccc5c(c4)OCCO5)C(=O)[C@H]23)cc1OC
    1.2 | 83 | 1% | -5% | -7% | 4% | -0.1% | i | 30 | 2 | 738 | 14%
> CCOC(=O)c1ccc(NC(=O)c2cc(C)nn2-c2ccccc2)cc1
    -0.1 | 66 | 5% | -4% | 2% | 22% | -0.1% | i | 68 | -1 | 411 | /
> O=C(COc1ncnc2ccccc12)NCCC1=CCCCC1
    -0.1 | 55 | 5% | -6% | 4% | 3% | -0.2% | i | 18 | / | / | 10%
> Cn1c(SCCCC(=O)c2ccc(Br)cc2)nnc1-c1ccncc1
    -2.2 | 73 | -11% | -5% | 0% | 2% | 1.0% | i | 40 | -1 | 850 | 4%
> Cc1cccc(N2CCN(C(=O)COCc3cc(-c4ccc5c(c4)OCO5)on3)CC2)c1C
    2.6 | 63 | -2% | -8% | -7% | 12% | -0.1% | i | 42 | -62 | 733 | 6%
> Cc1ccc(NC(=O)C2CC(O)CN2C(=O)Oc2ccccc2)c(C)c1 (stereo not given)
    -1.3 | 53 | 0% | -6% | 2% | 6% | / | i | 17 | / | / | 5%
> C=CCCC(=O)Nc1ccc(Br)cn1
    -0.9 | 45 | -11% | -5% | 1% | 6% | 0.0% | i | 40 | -3 | 628 | 7%

Remaining list, next part:
SMILES	NTR1 ag	NTR1 ag cell count 20 µM	GPR55 antagonists	LYP phosphatase	GPR35 antagonists	Large T inhibition	GPR55 activation	T cell modulator	T cell modulator vesicle-bound %	Lipid droplet	Lipid droplet cells 6.5 µM	Rac1 GTP hydrolysis
CC/C(=N\NC(=O)c1c(C)nc2ccccn12)c1ccc(Cl)cc1	1.6	54	0%	-4%	11%	2%	0.3%	i	21	-9	824	2%
O=C(O)c1cc2c(cc1NC(=O)c1c(F)cccc1Cl)OCCCO2	0.4	39	8%	-7%	-10%	22%	0.0%	i	29	20	759	12%
CCn1c(SCC(=O)Nc2nccs2)nnc1-c1ccccn1	-1.0	51	-4%	-11%	-3%	-1%	-0.1%	i	58	15	656	9%
CCc1nnc(NC(=O)c2ccc(S(=O)(=O)N(CC(C)C)CC(C)C)cc2)o1	-1.7	70	0%	3%	-4%	14%	0.6%	i	32	6	721	6%
CC(=O)c1cccc(N2C(=NC(=O)COc3ccccc3)SC3CS(=O)(=O)CC32)c1 (stereo not given)	1.6	62	-11%	-14%	7%	9%	-0.2%	i	10	-38	653	13%
COc1ccccc1NC(=O)Nc1cc(C(C)(C)C)nn1C	0.8	48	5%	-3%	21%	11%	0.2%	i	2	8	686	11%
Cc1sc(NC(=O)c2ccco2)c(CN2CCN(c3ccc(F)cc3)CC2)c1C	3.0	81	-2%	4%	4%	8%	-0.1%	i	53	-88	833	6%
Cn1cc(-c2cccc(C(F)(F)F)c2)cc(C#N)c1=O	1.1	82	6%	-10%	0%	27%	0.0%	i	61	6	814	3%
CCc1cccc(C)c1NC(=O)CSc1nnc(C)o1	-0.5	49	15%	-8%	2%	17%	0.1%	i	14	1	704	4%
O=C1CCCN1c1ccc(CNS(=O)(=O)c2ccc(F)cc2)cc1	-1.5	55	-2%	-7%	8%	-1%	0.0%	i	25	1	757	-7%

Bioassay records: PubChem BioAssay, several laboratories
